# Screening data (PubChem)
# DT40 TDP1 CPT: qHTS for Inhibitors of human tyrosyl-DNA phosphodiesterase 1 (TDP1): qHTS in cells in presence of CPT; chicken DT40 Tdp1-/-;hTDP1 cells + 20 nM CPT, ATP luminescence, 48 h; 420,000 compounds, 12% hits; AID 686979, 2013; Potency, µM (doses to about 46.2 µM), for inactives: at the highest dose activity change, negative = growth inhibition, hits mostly inhibitors; also: nearly all actives have a fitted effect of over 55% in size
#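 Chicken DT40 Tdp1-/- cells complemented with human TDP1, 400 cells/well, exposed to compounds plus 20 nM camptothecin for at least 48 h at 37 C; viability read as ATP content by CellTiter-Glo luminescence.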
# TDP1 block: qHTS Assay for Inhibitors of Tyrosyl-DNA Phosphodiesterase (TDP1); AID 485290, 2010; Potency, µM (top dose mostly 130 µM), for inactives: top-dose activity change, negative = inhibition, hits mostly inhibitors; 350,000 compounds, 0.28% hits; recombinant TDP1, AlphaScreen DNA substrate cleavage; Tyrosyl-DNA phosphodiesterase 1 (Homo sapiens), Q9NUW8; also: nearly all actives have a fitted effect of over 40% in size
# Target sequence (Q9NUW8 whole entry, looked up): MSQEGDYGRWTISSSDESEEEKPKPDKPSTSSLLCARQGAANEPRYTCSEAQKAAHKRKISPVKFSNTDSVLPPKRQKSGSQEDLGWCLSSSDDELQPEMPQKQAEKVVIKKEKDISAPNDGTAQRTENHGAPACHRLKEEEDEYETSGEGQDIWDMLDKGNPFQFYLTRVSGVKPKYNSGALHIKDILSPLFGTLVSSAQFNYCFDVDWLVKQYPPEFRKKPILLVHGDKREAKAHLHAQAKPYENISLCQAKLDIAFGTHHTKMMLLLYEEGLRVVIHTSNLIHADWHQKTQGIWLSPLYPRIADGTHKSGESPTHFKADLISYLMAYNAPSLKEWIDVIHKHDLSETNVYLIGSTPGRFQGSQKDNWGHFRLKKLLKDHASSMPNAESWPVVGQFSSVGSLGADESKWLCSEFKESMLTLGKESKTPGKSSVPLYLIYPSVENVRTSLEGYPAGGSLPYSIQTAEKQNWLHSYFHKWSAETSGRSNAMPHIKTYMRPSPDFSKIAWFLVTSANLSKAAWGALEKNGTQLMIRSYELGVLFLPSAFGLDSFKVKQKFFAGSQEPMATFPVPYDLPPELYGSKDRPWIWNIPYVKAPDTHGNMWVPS
#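 Compounds were preincubated with Tdp1 (1 nM final) for 15 min at room temperature before substrate (15 nM final) started a 5 min reaction; beads (10 ug/ml final) were then added for 10 min before AlphaScreen detection.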
# DT40 TDP1 no CPT: qHTS for Inhibitors of human tyrosyl-DNA phosphodiesterase 1 (TDP1): qHTS in cells in absence of CPT; 420,000 compounds, 15% hits; Potency, µM (top dose mostly 46.2 µM), for the others: at the top dose activity change, negative = growth inhibition, actives largely listed as inhibitors; DT40 Tdp1-/- hTDP1 cells, no CPT, ATP luminescence, 48 h; AID 686978, 2013; also: nearly all actives have a fitted effect of over 55% in size
#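 Growth of hTDP1-complemented DT40 Tdp1-knockout cells is measured by ATP luminescence after at least 48 hr compound exposure at 37 °C, with DMSO substituting for the 20 nM CPT used in the parallel screen.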
# The depositor's hits bear a star; ? = inconclusive; · = not tested or not shown; & = joins results of further samples; [ ] = dose if it differs, or a comment. Calls follow the shape of the dose curve; as a rule, active = well fitted curve in the direction sought with a large enough effect; inconclusive = small, poorly fitted or top-dose-only effect, or another doubt; inactive = no such curve, though single readings can be large; an effect the other way counts as inactive or inconclusive. % is scaled to controls: 0 for no effect and ±100 for the full control effect; potency is read from the fitted curve at half-maximal effect.
SMILES,DT40 TDP1 CPT,TDP1 block,DT40 TDP1 no CPT
Cc1ccc(OCC(=O)OCC(=O)N2c3ccccc3CC2C)cc1C (stereo not given),-0.9%,-5.1%,1.0%
CC(c1ccccc1)n1c(Cn2ncc3ccccc3c2=O)n[nH]c1=S (stereo not given),-22.4%,-2.7%,-5.9%
Cc1c(Cl)ccc2c1NC(=O)[C@]21[C@@H]2C(=O)N(Cc3ccccc3)C(=O)[C@@H]2[C@@H]2CCCN21,?,0.0%,?
CC(=O)Oc1ccc2c(c1OC(C)=O)OCC1(O)Cc3c(cc(OC(C)=O)c(OC(C)=O)c3OC(C)=O)C21 (stereo not given),?,-0.9%,?
CC1=C(C(=O)Nc2ccccc2C(F)(F)F)C(c2sccc2C)NC(=S)N1 (stereo not given),6.51µM*,6.5%,16.4µM*
Cc1cccc(NC(=O)CN2C(=S)NC(C)(C)CC2C)c1C (stereo not given),12.6%,5.8%,-8.6%
O=C(N/C(=C/c1cccnc1)C(=O)N1CCOCC1)c1ccccc1F,-5.1%,0.0%,15.1%
COc1ccc(C(O)c2ncc(-c3ccccc3OC)[nH]2)cc1 (stereo not given),?,·,-4.7%
OC(CNCc1ccccc1)COCc1ccc(Cl)cc1 (stereo not given),6.6%,0.0%,-4.8%
CCC1CO/C(=C(\C(Cl)=C(Cl)Cl)[N+](=O)[O-])N1 (stereo not given),2.9%,2.6%,-1.6%
COc1cc(OC)cc(C(=O)NN2CCOCC2)c1,-7.8%,2.7%,22.6%
COc1ccccc1N1CCN(C2CCCN(C(=O)c3ccnc4ccc(C)cc34)C2)CC1 (stereo not given),-24.4%,3.4%[56.1 µM],-26.3%
Cc1ccc(NC2=C(CC(=O)O)C(c3ccccc3)N(c3ccc(C)cc3)C2=O)cc1 (stereo not given),16.4µM*,-8.3%,?
Nc1nc(-c2ccccc2)nc2nonc12,-0.7%,·,-28.2%
OC[C@@H]1CN(Cc2ccccc2)C[C@H](n2cnc3c(NC4CCCC4)ncnc32)O1,?,·,?
CCCNC(=O)C(Cc1ccccc1C)NC(=O)c1ccc(C(F)(F)F)cc1 (stereo not given),0.5%,-0.1%,-17.7%
CCCN(CC(=O)Nc1cc(Cl)ccc1Cl)C(=O)/C=C/c1cc(OC)ccc1OC,?,-7.1%,?
COc1ccc(-c2cc(C(F)F)n3ncc(C(=O)N4CCN(C)CC4)c3n2)cc1,-27.8%,3.6%[56.1 µM],-28.3%
O=C(O)CN(c1cccc(C(F)(F)F)c1)S(=O)(=O)c1ccccc1,10.9%,-2.5%,1.5%
COC(=O)c1cc(OC)c(OC)cc1NC(=S)N1CCN(c2ccccn2)CC1,-20.3%,-3.7%,?
S=C(Nc1ccccn1)Nc1ccccc1Cl,?,5.4%,?
O=C(COC(=O)c1cc(=O)c2ccccc2o1)NCc1ccccc1,-3.6%,-14.2%,-13.3%
O=C(N/N=C/c1ccccn1)c1cc(Br)ccc1O,?,·,?
CC1CCN(CCc2nc3cc(NC(=O)COc4ccc([N+](=O)[O-])cc4)ccc3n2C)CC1,16.4µM*,3.6%,?
COc1cccc(C(=O)NNS(=O)(=O)c2ccc(C)cc2)c1,25.0%,·,-4.0%
c1ccc(-c2ccc3c(c2)c2c4n3CCN=C4CCC2)cc1,23.1µM*,9.9%,?
O=C(COc1cccc(F)c1)N[C@@H](Cc1ccccc1)c1nc2ccccc2[nH]1,-19.1%,5.4%,?
O=C(O)c1ccc(CSCc2ccccc2)o1,-13.3%,·,9.0%
C=CCn1c(CNC(=O)c2ccccc2F)nnc1SCc1nc2ccccc2c(=O)[nH]1,0.5%,8.1%,-1.5%
CCc1sc(NC(=O)CN2CCOCC2)nc1-c1ccccc1,?,7.0%,?
CCCNC(=O)C(Cc1ccccc1)NC(=O)c1ccc(C(F)(F)F)cc1 (stereo not given),-28.0%,-0.4%,?
CCc1nc2c(cnn2-c2ccc(F)cc2)c(=O)n1-c1ccc(N2CCC(C)CC2)cc1,16.4µM*,4.9%,14.6µM*
CCCCc1ccc(S(=O)(=O)NC(=O)C2(C)CCN2C(=O)Cc2ccccc2)cc1 (stereo not given),-15.2%,·,-14.9%
CCCCOc1ccc(Cc2c(Cl)nc(SC)nc2N2CCOCC2)cc1,-14.6%,-2.7%,?
O=C1NC[C@H](Cc2ccccc2)N(CC2CCN(CC3CCCC3)CC2)C1=O,-5.9%,·,-0.5%
COc1ccc2nc(SCCN(C)C)[nH]c2c1,-4.0%,3.6%,17.1%
CN(Cc1ccco1)c1ncncc1-c1ccc2c(c1)OCO2,?,·,-21.4%
Cc1cc(C)c(NC(=O)COC(=O)CCn2c(C)csc2=O)c(C)c1,-16.0%,0.7%,-14.3%
CCC(C)N(C(=O)CSc1nc(C)nc2ccccc12)C1CCS(=O)(=O)C1 (stereo not given),0.7%,1.9%,?
NC(=S)Nc1cc(Cl)cc(Cl)c1,?,3.7%,?
CCOC(=O)c1sc(-c2ccc(OC)cc2)cc1NC(C)=O,-1.1%,2.2%,?
COc1ccc(C)cc1S(=O)(=O)N(CC(=O)Nc1cccc([N+](=O)[O-])c1)c1ccccc1,14.6µM*,5.8%,20.6µM*
N#Cc1cc2c(nc1Cl)CCC2,0.1%,2.6%,-14.0%
CCc1[nH]nc2c1C(C(C)C)C(C#N)=C(N)O2 (stereo not given),?,-2.1%,?
O=C(NCc1ccc(Cl)cc1)C(=O)Nc1cccc(Br)c1,-26.4%,-3.1%[12.3 µM],-20.7%
CCCN1C(=O)c2cc(C(=O)Nc3ccc(OC)c(OC)c3)ccc2C1Nc1ccc(OC)c(OC)c1 (stereo not given),-26.5%,5.7%,?
O=C(Nc1nccs1)c1cn(-c2ccccc2)nc1-c1ccccc1,?,3.6%,?
Nn1c(SCc2ccc(C(=O)O)cc2)nnc1-c1ccc(Cl)cc1Cl,-2.8%,·,2.5%
CS(=O)(=O)N1CCC(C(=O)Nc2ccc(OCc3ccccc3)cc2)CC1,-13.9%,2.1%,-9.1%
CCN(CC)CCCNC(=O)CSc1nc(-c2ccc(OC)cc2)cc(C(F)(F)F)n1,?,-4.7%,?

# Next part
SMILES,DT40 TDP1 CPT,TDP1 block,DT40 TDP1 no CPT
O=C(N/N=C/c1ccncc1)C1CC1C(=O)N/N=C/c1ccncc1 (stereo not given),-2.3%,2.7%,-25.7%
COC(=O)C[C@H]1C=C[C@H](NC(=O)c2ccccn2)[C@@H](CO)O1,-8.2%,·,-1.4%
CCC(=O)Nc1ccc(S(=O)(=O)N2CCCCC2)cc1OC,-22.4%,-1.1%,-14.9%
Cc1occc1-c1nnc(SCC(=O)NC2CCCC2)n1-c1ccccc1,?,3.3%,?
CCn1ncc(CNC(=O)C2(C)CC2(Cl)Cl)c1C (stereo not given),-1.9%,0.0%,-10.2%
CCC(C)C(NC(=O)OCc1ccccc1)C(=O)NC(Cc1ccc(O)cc1)C(=O)OC (stereo not given),-8.7%,-3.0%,1.0%
Clc1ccc(SCc2cc(-c3ccccc3)on2)cc1,18.2%,·,-1.1%
COC(=O)c1ccc(NC(=O)CC2C(=O)N(c3ccc(Cl)cc3)C(=O)N2Cc2ccco2)cc1 (stereo not given),16.4µM*,11.3%,18.4µM*
COc1ccc(-n2c(CCc3ccccc3)n[nH]c2=S)cc1,?,2.6%,?
CCc1ccc(C2NC(=S)NC3=C2C(=O)N(c2ccccc2OC)C(c2ccc(CC)cc2)N3)cc1 (stereo not given),16.4µM*,1.1%,18.4µM*
O=S(=O)(c1ccc(NC(=S)NN=Cc2ccccc2O)cc1)N1CCCCC1,4.61µM*,·,5.8µM*
Cc1cc(OCC(=O)N2CCC(C(=O)O)CC2)c2c(C)c(C)c(=O)oc2c1,12.1%,·,11.6%
Cc1cccc(NC(=O)[C@@H]2CCCN2C(=O)OC(C)(C)C)c1C,25.9%,·,-1.0%
Cc1ccc2oc(=O)cc(CN3CCN(Cc4ccccc4)CC3)c2c1,-21.8%,·,-9.2%
C/C(=N\NC(=O)C1COc2ccccc2O1)c1ccccn1 (stereo not given),5.8µM*,8.2%,2.91µM*
CC(Oc1ccc2ccc(=O)oc2c1)C(=O)c1ccccc1 (stereo not given),4.8%,5.6%,-18.2%
Cc1cccc(CNC(=O)Cn2ccc3cc(S(=O)(=O)N4CCC(C)CC4)ccc32)c1,?,5.6%,?
Cc1noc(C)c1CSCC(=O)N(C)CC(=O)Nc1ccccc1Cl,-6.5%,0.8%,-8.2%
CC(=O)Nc1ccc(NC(=O)CSc2ccc(-c3cccnc3)nn2)cc1,24.4%,0.2%,-0.3%
CCOc1ccc(S(=O)(=O)N2CCN(Cc3ccccc3)CC2)cc1,-12.7%,·,-12.5%
CCOC(=O)/C=C/C(=O)Nc1ccc(-c2nnc3n2CCCCC3)cc1,-7.6%,·,-1.0%
C[n+]1ccnc2ccccc21,1.41µM*,·,3.98µM*
COCCn1c(=O)c(-c2ccccc2)nc2cnc(Nc3cccc(OC)c3)nc21,-6.2%,·,2.6%
c1ccc(Nc2ncncc2-c2ccoc2)cc1,?,·,-27.1%
C1=C/C(=C2/C=Cc3ccccc32)c2ccccc2N1,?,·,-93.2%
COc1ccc(Cn2nnnc2C(c2cccs2)N2CCN(c3ccccc3)CC2)cc1 (stereo not given),?,5.1%,?
O=C1OC(c2ccccc2)(c2ccc3cc(O)ccc3c2)c2ccccc21 (stereo not given),20.6µM*,·,?
N#C/C(=C\c1ccc(OC(F)F)cc1)C(=O)N1CCCCC1,?,-5.0%,?
CCc1nn(CCCC(=O)NCc2ccc(OC)c(OC)c2)c(=O)c2cc3occc3n12,?,-5.9%,?
CC(=O)N1CCN(c2ccnc3cc(Cl)ccc23)CC1,-13.2%,0.6%,-27.5%
Cc1ccc(S(=O)(=O)CC(=O)Nc2sc3c(c2C#N)CCCCC3)cc1,-20.6%,-5.2%,-18.9%
CC(C)CCNC(=O)CN1N=C(c2ccc(Cl)cc2)CCC1=O,?,0.0%,-1.3%&-7.8%
CC1CC(C)CN(S(=O)(=O)c2ccc(C(=O)NNC(=O)c3ccccc3F)cc2)C1 (stereo not given),3.2%,1.5%,-2.1%
CCOC(=O)/C=C/C(=O)N1CCN(C(=O)/C=C/C(=O)OCC)CC1,?,·,20.6µM*
CC1(C(=O)NS(=O)(=O)c2ccc(F)cc2F)CCN1C(=O)CC1CC1 (stereo not given),-14.2%,·,2.9%
CCCc1cc(=O)oc2cc(OC(C)C(=O)NCC3CCC(C(=O)O)CC3)c(Cl)cc12 (stereo not given),5.0%,·,0.0%
COc1ccccc1NC(=O)c1ccc(COc2ccc3c(c2)CCC3)cc1,-5.2%,0.6%,-17.5%
Cc1cccc2c(Nc3ccc4c(c3)OCO4)nc(CN3CCC(N4CCCCC4)CC3)nc12,14.6µM*,·,20.6µM*
C[C@H]1CN([C@@H](C)CO)C(=O)c2cc(-c3ccccc3F)cnc2O[C@H]1CN(C)C(=O)C1CCOCC1,?,·,5.0%
O=C(Nc1cccc(F)c1)OC(CN1CCCCC1)C(F)(F)F (stereo not given),-20.0%,2.1%,?
COc1cc(NS(=O)(=O)c2ccc(NC(=S)NC(=O)C(C)(C)C)cc2)nc(OC)n1,-6.1%,5.1%,-13.9%
Cc1ccc(N2CC(C(=O)OCc3nnc(-c4ccccc4)o3)CC2=O)cc1 (stereo not given),3.9%,·,14.5%
COc1ccccc1NC(=O)C1=C(C)Nc2nc(-c3ccc(N(C)C)cc3)nn2C1c1ccncc1 (stereo not given),?,2.0%,?
COC(=O)c1ccc(CSc2nc(C)nc3sc(C)c(C)c23)o1,14.6µM*,-1.0%,10.3µM*
O=C(CSc1ccccc1)NC1=NCCS1,?,·,-28.4%
CCOC(=O)C1(C)CCCN1C(=O)c1cccc(OC)c1 (stereo not given),-6.7%,·,-18.9%

# Random draw from the library. Share with any hit: about 18%.
